From PubChem
SR-BI uptake up = activators of SR-BI mediated HDL lipid uptake; CHO ldlA[mSR-BI] cells, DiI-HDL uptake fluorescence, 3 h; 100 = double the neutral-control signal; activation, % at 12.5 µM; 320,000 compounds, 0.096% hits;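 active = mean replicate activation of at least 60% and every replicate at or above 60%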;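 also: 0% = median plate neutral-control signal and 100% = twice that signal; values of inactives mirror those of a sister screen read the other way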
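Test system: SR-BI-overexpressing, LDLR-lacking CHO cells; Medium: Ham's F12 with 0.5% BSA, HEPES 25 mM, pH 7.4; Schedule: 3 h, 37 °C; Technique: bottom-read fluorescence, 550/595 nm.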
NSD2 HMT inh = blocks human histone methyltransferase NSD2. O96028. NSD2 peptide methylation, AlphaScreen, 120 min. inhibition, % at 12.5 µM. 310,000 compounds, 0.54% hits; in the data active = inhibition above about 50%
Arrestin-AP2 inh = human beta-arrestin and AP2 interaction inhibition | FITC-arrestin peptide / GST-AP2 beads, flow cytometry; AP2 beta2 appendage carries R879A mutation | inhibition, % at 10 µM | 340,000 compounds, 0.31% hits | AID 504490;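 active = inhibition above a set limit, near 3 SD of compounds lacking own fluorescence, cut at about 54% in these data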;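 also: plate controls were DMSO wells for no effect and 5 µM unlabelled arrestin peptide for full effect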
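test system = AP2 appendage R879A on GSH beads | buffer or medium = PBS plus Tween 20 (0.05%) and BSA (0.1%) | incubation = 12 min plus 1 h, RT | detection = bead flow cytometry, FITC channel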
PvdQ inh = blocks Pseudomonas aeruginosa PvdQ acylase activity. purified PvdQ acylase, fluorescence plate reader. inhibition, % at 10 µM. 340,000 compounds, 0.063% hits. AID 488965; in the data active = inhibition above about 30%, passing the limit was not always enough;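 also: 0% = vehicle neutral wells and 100% = reference inhibitor wells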
C-LANA FP = KSHV C-LANA DNA binding inhibition; MBP-C-LANA/FAM-LBS DNA binding, fluorescence polarization; inhibition, % at 9 µM; 340,000 compounds, 0.078% hits;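 active = highest replicate inhibition at or above 60% at 9 µM, even if other replicates fall short; inactive = all replicates below 60% inhibition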;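 also: 0% = neutral control wells and 100% = 4 µM acridine orange control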
DAGLB inhibitor = diacylglycerol lipase beta (human) inhibition; inhibition, % at 5.17 µM; 340,000 compounds, 0.059% hits; HEK293T DAGLB membrane lysate, EnzChek fluorogenic substrate; AID 504411; in the data active = inhibition above about 34%;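 also: 0% = enzyme with vehicle and 100% = wells lacking enzyme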
SR-BI HDL uptake = inhibitors of mouse SR-BI mediated HDL lipid uptake | inhibition, % at 12.5 µM | Q61009 | 320,000 compounds, 0.96% hits | ldlA[mSR-BI] CHO cells, DiI-HDL uptake fluorescence, 3 h;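 active = mean replicate inhibition of at least 70% and a set share of replicates each scoring 70 or more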;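 also: 0% = median of neutral control wells and 100% = median of positive control wells; values of inactives mirror those of a sister screen read the other way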
RTF Ca sens inh = cardiac RTF calcium desensitization. inhibition, % at 7.15 µM. AID 493244. IANBD-labeled cardiac RTF, Ca2+ fluorescence. 340,000 compounds, 0.12% hits;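 active = inhibition above the mean inhibition of all tested compounds plus 3 SD, cut at about 17% in these data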;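 also: assay run at fixed EC70 calcium of 1.6 mM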
PKA-R2B act = PKA-R2B complex activation. 340,000 compounds, 0.079% hits. activation, % at 11.4 µM. PKA-R2B holoenzyme dissociation, Cy5-IP20 fluorescence polarization; R2B truncated from residue 108, S112A mutant; 0% DMSO only, 100% 113 µM cGMP;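 active = activation above a cutoff set at the mean over all compounds plus 3 SD, cut at about 18% in these data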;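 also: higher means more holoenzyme dissociation and a rise in polarization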
Target sequence (P31323 whole entry, looked up, other chains not shown, the tested form may be a part): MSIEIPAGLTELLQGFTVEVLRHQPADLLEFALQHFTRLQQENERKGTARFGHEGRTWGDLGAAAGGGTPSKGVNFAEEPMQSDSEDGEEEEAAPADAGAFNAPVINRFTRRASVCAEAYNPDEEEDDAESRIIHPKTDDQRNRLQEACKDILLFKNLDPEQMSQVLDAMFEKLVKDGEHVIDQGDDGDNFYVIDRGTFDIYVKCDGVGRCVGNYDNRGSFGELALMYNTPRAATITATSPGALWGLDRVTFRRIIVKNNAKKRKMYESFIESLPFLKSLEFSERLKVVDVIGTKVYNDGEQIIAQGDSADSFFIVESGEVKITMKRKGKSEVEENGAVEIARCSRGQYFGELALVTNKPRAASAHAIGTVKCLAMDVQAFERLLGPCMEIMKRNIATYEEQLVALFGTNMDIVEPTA
Keap1-Nrf2 PPI = Keap1-Nrf2 (human) interaction inhibition. inhibition, % at 9.4 µM. Q14145. Keap1 Kelch-Nrf2 peptide fluorescence polarization, 1536-well. 340,000 compounds, 0.15% hits; in the data active = inhibition above about 12%;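 also: human Keap1 Kelch domain with fluorescein labeled Nrf2 9mer peptide probe; 0% = neutral control wells and 100% = peptide positive control; higher means more block of Keap1 binding to Nrf2 peptide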
Target sequence (Q14145 whole entry, looked up, the tested form may be a part): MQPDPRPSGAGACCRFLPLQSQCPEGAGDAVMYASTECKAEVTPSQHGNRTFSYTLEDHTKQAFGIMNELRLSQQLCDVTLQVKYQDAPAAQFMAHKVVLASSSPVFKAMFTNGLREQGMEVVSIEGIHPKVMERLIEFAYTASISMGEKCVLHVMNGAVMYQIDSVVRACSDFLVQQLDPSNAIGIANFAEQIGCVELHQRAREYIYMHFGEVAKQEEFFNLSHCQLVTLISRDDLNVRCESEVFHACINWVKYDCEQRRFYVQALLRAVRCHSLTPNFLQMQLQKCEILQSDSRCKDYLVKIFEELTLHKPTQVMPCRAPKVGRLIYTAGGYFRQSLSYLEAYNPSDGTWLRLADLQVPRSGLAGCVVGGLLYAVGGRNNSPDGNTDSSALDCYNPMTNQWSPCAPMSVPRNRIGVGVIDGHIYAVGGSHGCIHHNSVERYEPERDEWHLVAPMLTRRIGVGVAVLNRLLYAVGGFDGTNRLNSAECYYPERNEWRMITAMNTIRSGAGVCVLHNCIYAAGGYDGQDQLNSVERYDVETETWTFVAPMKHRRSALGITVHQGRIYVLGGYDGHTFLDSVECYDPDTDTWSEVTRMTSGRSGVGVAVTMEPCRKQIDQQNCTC
* hit, by the source's call; / = no result given. No enrichment for hits. About 2.1% of those tested had a hit in this group.

canonical_smiles	SR-BI uptake up	NSD2 HMT inh	Arrestin-AP2 inh	PvdQ inh	C-LANA FP	DAGLB inhibitor	SR-BI HDL uptake	RTF Ca sens inh	PKA-R2B act	Keap1-Nrf2 PPI
CC1CCCCN1C(=S)NC(=O)c1cccs1 (stereo not drawn)	/	11	3	-10	-0.1	-1	/	-10	4	-4
O=C(Cn1cnc2c(nnn2Cc2ccc(F)cc2)c1=O)Nc1ccccc1	17	-4	6	-3	4.1	2	-17	-9	1	-2
Cc1cc(NC(=O)CS(=O)(=O)c2cn(C)c3ccccc23)no1	4	/	0	-5	0.3	-3	-4	-1	4	-1
CC(NCC(O)COCc1ccc(Cl)cc1)c1ccccc1 (stereo not drawn)	-4	-1	2	-14	0.7	0	4	2	3	-2
N/C(=N\OC(=O)CCCCCN1C(=O)c2ccccc2C1=O)c1ccccc1	19	/	6	-2	0.1	-9	-19	-9	-14	3
O=C(COC(=O)c1ccc[nH]c1=O)NC1CCCCC1	28	-3	-14	-14	0.6	0	-28	-1	0	-2
NNC(=O)c1cccc(COc2ccccc2Br)c1	-55	1	7	-8	-0.9	-11	55	-2	-7	5
Cc1cccc(NC(=S)NC(=O)c2ccc(-c3ccccc3)cc2)n1	0	3	1	-12	-2.5	-4	0	4	-15	-4
Nc1n[nH]c(N)c1N=Nc1ccc(Cl)cc1	3	4	-17	-7	1.8	7	-3	2	-8	2
COc1ccccc1CNC(=O)COC(=O)c1cc2ccccc2o1	19	-2	-6	-18	2.1	-7	-19	-1	-5	-1
Cc1cc(C)n2nc(C(=O)NCc3cccc(C(F)(F)F)c3)nc2n1	2	-4	-9	-6	-1.2	0	-2	-8	-3	-6
Cc1cccc(NCc2nc(-c3ccccc3)no2)c1	10	/	-1	-7	-2.3	-9	-10	-3	-4	-1
O=[N+]([O-])c1ccc(NC(c2ccccc2)c2ccc3cccnc3c2O)cc1 (stereo not drawn)	-80	-2	0	-15	0.9	6	80*	3	3	0
COc1cc(/C=C/C(=O)OCC(=O)NC2CCCCCCC2)ccc1O	-12	20	-5	-18	-0.2	1	12	-6	3	0
Cc1nnc(SCCn2c(Br)nc3c2c(=O)n(C)c(=O)n3C)s1	/	-1	12	3	-0.8	0	/	-6	2	0
CCc1ccc(S(=O)(=O)Nc2ccc(O)c3c(=O)cc(-c4ccccc4Cl)oc23)cc1	-13	/	2	2	-0.2	-2	13	2	-1	0
O=C1CSc2ccccc2N1Cc1ccc(F)cc1	-10	-2	1	-13	1.1	-4	10	-6	-5	-5
CCCCN1C(=O)C(=O)NC[C@@H]1CCCCN	4	/	4	-1	0.5	1	-4	0	13	-4
C[C@H](CO)N1C[C@H](C)[C@@H](CN(C)S(=O)(=O)c2ccc(F)cc2)Oc2ccc(NC(=O)c3ccncc3)cc2C1=O	-14	/	37	0	-2.1	0	14	-14	-8	3
COc1cccc(-c2nnc3sc(-c4ccccc4)nn23)c1	-20	13	0	-6	-0.6	-11	20	-1	7	-1

(list continues)
canonical_smiles	SR-BI uptake up	NSD2 HMT inh	Arrestin-AP2 inh	PvdQ inh	C-LANA FP	DAGLB inhibitor	SR-BI HDL uptake	RTF Ca sens inh	PKA-R2B act	Keap1-Nrf2 PPI
O=C(Nc1ccc(Cl)cc1)N1CCC(c2ccccc2)C1 (stereo not drawn)	/	-2	5	-11	-1.2	-5	/	5	-6	1
O=C(O)CC1=C(c2ccc(F)cc2)CCC1=O	29	1	4	1	-1.5	1	-29	6	-7	-6
COc1cc(OC)c(NC(=O)CCc2nc(-c3ccc(C)cc3)no2)cc1Cl	-32	1	8	3	-1.3	-6	32	5	-8	-4
Cc1ccccc1OCC(=O)Nc1ccccc1C(=O)NC1CC1	-20	-4	5	-2	-1.6	1	20	-13	-10	-7
CC(=O)c1ccc(S(=O)(=O)N2CCC(Oc3ccc(-n4cnnn4)cc3)CC2)cc1	5	1	2	-11	-0.4	-1	-5	-12	6	-5
CCCOc1ccc(N2C(=O)CC(NCCNc3ccc([N+](=O)[O-])cn3)C2=O)cc1 (stereo not drawn)	-32	8	-11	-7	-0.6	2	32	-2	-15	-3
COc1cccc(-c2csc(NC(C)=O)n2)c1	-17	-1	2	4	0.9	-1	17	-12	10	2
Cc1ccc(Nc2nc3ccccc3c(=O)s2)cc1C	21	1	25	10	-0.7	2	-21	4	0	-3
CCc1c(C)sc(NC(NC(C)=O)(C(=O)OC)C(F)(F)F)c1C#N (stereo not drawn)	2	0	7	-16	0.9	0	-2	-10	16	-6
Cn1nnnc1SCCNC(=O)C1CCC(=O)N(Cc2ccc(Cl)cc2)C1 (stereo not drawn)	2	1	49	10	0.3	-5	-2	1	6	5
O=C(NCc1ccncc1)c1cccc(NS(=O)(=O)c2ccc(F)c(F)c2)c1	5	0	24	-4	-0.9	0	-5	-1	10	-6
NC(=O)Cc1ccc(C(=O)CSc2nnc(-c3ccncc3)n2C2CC2)s1	1	-6	-1	-9	0.6	2	-1	-1	9	-3
CCn1cc(S(=O)(=O)CC(=O)Nc2ccc(C)cc2)c2ccccc21	-33	/	19	-5	1.0	-3	33	9	-5	2
COc1cc(/C=N/NC(=O)c2cc(C34CC5CC(CC(C5)C3)C4)[nH]n2)ccc1O	-33	2	-1	-10	3.0	0	33	-8	-3	-4
CN(C)S(=O)(=O)c1cccc(NC(=O)c2ccc3c(c2)S(=O)(=O)N=C2CCCCCN23)c1	-56	1	31	3	-0.1	-2	56	3	-3	-2
Cc1cccc(C(=O)N[C@H](C(=O)Nc2nccs2)C(C)C)c1	13	24	-2	-16	3.9	0	-13	-15	-7	-6
CCCCCCCC(=O)OCC(COC(=O)CCCCCCC)OC(=O)CCCCCCC	1	/	8	-15	-1.2	0	-1	-5	7	-5
C/C(=N\NC=O)c1ccncc1	24	-2	-3	1	0.1	2	-24	1	4	-9
O=C(NCCCCCNC(=O)c1ccccn1)c1ccccn1	/	-2	9	-4	0.7	3	/	1	-10	-4
CCCCn1c(N)c(N(CC(C)C)C(=O)c2ccc(N(C)S(=O)(=O)c3ccc(C)cc3)cc2)c(=O)[nH]c1=O	-1	-1	-18	-14	-0.8	-2	1	-12	-8	2

(continued)
Letters: A = SR-BI uptake up; B = NSD2 HMT inh; C = Arrestin-AP2 inh; D = PvdQ inh; E = C-LANA FP; F = DAGLB inhibitor; G = SR-BI HDL uptake; H = RTF Ca sens inh; I = PKA-R2B act; J = Keap1-Nrf2 PPI
> CC(C)CC(=O)NN1CCCCC1
  A: 10	B: 0	C: -4	D: -8	E: 0.1	F: 0	G: -10	H: 2	I: 4	J: 0
> Cc1cc(C)nc(/N=c2/ssnc2Cl)c1
  A: -13	B: -1	C: 1	D: -11	E: -0.2	F: -3	G: 13	H: -6	I: 2	J: -7
> Cc1cc(O)c(/C=N/c2ccccn2)c(=O)o1
  A: 7	B: 1	C: -1	D: -8	E: -3.7	F: 0	G: -7	H: 2	I: -4	J: -7
> Cn1c(=O)c2c(nc(CN3CCN(c4ccc(F)cc4)CC3)n2Cc2ccccc2F)n(C)c1=O
  A: 4	B: -1	C: 5	D: 3	E: -0.7	F: -2	G: -4	H: -9	I: 4	J: -3
> CC[C@]12c3[nH]c4cc(-c5ccco5)ccc4c3CCN1C(=O)[C@@H](CC(=O)NCCc1ccccn1)C[C@@H]2C(=O)N1CCN(C(=O)c2ccco2)CC1
  A: -2	B: /	C: 3	D: -13	E: -1.5	F: 0	G: 2	H: -10	I: 5	J: -5
> N#Cc1c(-c2ccccc2)nc(SCc2cccc(C(F)(F)F)c2)[nH]c1=O
  A: 20	B: 2	C: -12	D: -21	E: 4.7	F: 13	G: -20	H: -4	I: 3	J: -2
> COc1cc(/C=N/O)ccc1Oc1cnccn1
  A: /	B: 0	C: 15	D: -3	E: 0.8	F: 3	G: /	H: -5	I: 3	J: -2
> NC(C(=O)O)C1ON=C(Cl)C1O (stereo not drawn)
  A: -12	B: -3	C: 12	D: -21	E: -0.5	F: 0	G: 12	H: -10	I: 0	J: -3
> COC(=O)[C@@H]1C[C@@H]2CC[C@@H](O)C[C@@H]2N1Cc1ccc(C(F)(F)F)cc1
  A: 6	B: /	C: 15	D: -5	E: 3.5	F: -3	G: -6	H: -14	I: -7	J: 1
> Cc1ccc(NC(=O)C2CC(=O)N/C(=N/N=C/c3ccco3)S2)cc1 (stereo not drawn)
  A: 20	B: -3	C: -2	D: 0	E: -0.2	F: -1	G: -20	H: -1	I: -9	J: -1
> c1ccn2c(SCc3cn4ccsc4n3)nnc2c1
  A: 3	B: -2	C: -2	D: -17	E: 4.6	F: -3	G: -3	H: -7	I: -6	J: 3
> C=CCNC(=O)/C(C#N)=C/c1ccc(C(=O)O)cc1
  A: 23	B: 1	C: 3	D: -11	E: -0.1	F: 2	G: -23	H: -3	I: -3	J: 0
> CCCc1nnc(SCC(=O)Nc2ccccc2Cl)n1CC1CCCO1 (stereo not drawn)
  A: /	B: 22	C: 6	D: 2	E: 0.6	F: -5	G: /	H: 8	I: 4	J: -4
> Cc1ccc(OCC(=O)NC(=S)Nc2ccc(Br)c(C)n2)cc1
  A: -1	B: -1	C: 9	D: 9	E: -0.1	F: -1	G: 1	H: -1	I: -10	J: -7

Exported with values under each structure: 8 of the compounds above
Every second line gives: SR-BI uptake up, NSD2 HMT inh, Arrestin-AP2 inh, PvdQ inh, C-LANA FP, DAGLB inhibitor, SR-BI HDL uptake, RTF Ca sens inh, PKA-R2B act, Keap1-Nrf2 PPI
COc1cc(/C=N/O)ccc1Oc1cnccn1
 : /, 0, 15, -3, 0.8, 3, /, -5, 3, -2
NC(C(=O)O)C1ON=C(Cl)C1O (stereo not drawn)
 : -12, -3, 12, -21, -0.5, 0, 12, -10, 0, -3
COC(=O)[C@@H]1C[C@@H]2CC[C@@H](O)C[C@@H]2N1Cc1ccc(C(F)(F)F)cc1
 : 6, /, 15, -5, 3.5, -3, -6, -14, -7, 1
Cc1ccc(NC(=O)C2CC(=O)N/C(=N/N=C/c3ccco3)S2)cc1 (stereo not drawn)
 : 20, -3, -2, 0, -0.2, -1, -20, -1, -9, -1
c1ccn2c(SCc3cn4ccsc4n3)nnc2c1
 : 3, -2, -2, -17, 4.6, -3, -3, -7, -6, 3
C=CCNC(=O)/C(C#N)=C/c1ccc(C(=O)O)cc1
 : 23, 1, 3, -11, -0.1, 2, -23, -3, -3, 0
CCCc1nnc(SCC(=O)Nc2ccccc2Cl)n1CC1CCCO1 (stereo not drawn)
 : /, 22, 6, 2, 0.6, -5, /, 8, 4, -4
Cc1ccc(OCC(=O)NC(=S)Nc2ccc(Br)c(C)n2)cc1
 : -1, -1, 9, 9, -0.1, -1, 1, -1, -10, -7
